TEAD-YAP block: TEAD-YAP interaction inhibition | inhibition, % at 9.12 µM | hit rate 1.4% among 640,000 | HEK-TIYL cells, TEAD-Gal4/YAP UAS-luciferase luminescence; in the data active = inhibition above about 32%;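 note: 0% = median of test compound wells and 100% = reference inhibitor wells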
GPR151 ag: activators of human GPR151; Q8TDV0; PathHunter beta-arrestin GPR151 cells, luminescence; activation, % at 11.2 µM; hit rate 1% among 650,000; in the data active = activation above about 4.9%;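 note: 0% = median of compound wells and 100% = cells with positive control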
Target sequence (Q8TDV0 whole entry, looked up): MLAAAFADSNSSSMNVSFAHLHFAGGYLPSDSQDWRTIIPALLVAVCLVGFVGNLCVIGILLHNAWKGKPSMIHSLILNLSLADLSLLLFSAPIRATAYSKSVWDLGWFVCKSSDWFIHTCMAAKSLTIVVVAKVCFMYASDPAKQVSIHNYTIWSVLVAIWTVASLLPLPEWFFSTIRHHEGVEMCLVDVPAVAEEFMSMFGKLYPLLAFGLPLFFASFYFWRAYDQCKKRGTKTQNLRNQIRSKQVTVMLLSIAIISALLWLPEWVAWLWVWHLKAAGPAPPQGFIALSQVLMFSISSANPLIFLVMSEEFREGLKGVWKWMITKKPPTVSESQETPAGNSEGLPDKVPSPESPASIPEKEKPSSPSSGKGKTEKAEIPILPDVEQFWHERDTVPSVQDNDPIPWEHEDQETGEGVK
FBW7 activator: activators of human E3 ligase FBW7; normalized activity (activation), % at 26.1 µM; hit rate 0.13% among 650,000; Q969H0; AlphaScreen FBW7–phospho-cyclin E peptide binding, activator screen; in the data active = normalized activity above about 1.9%;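 note: purified mutant Fbw7 with reduced substrate affinity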
Target sequence (Q969H0 whole entry, looked up): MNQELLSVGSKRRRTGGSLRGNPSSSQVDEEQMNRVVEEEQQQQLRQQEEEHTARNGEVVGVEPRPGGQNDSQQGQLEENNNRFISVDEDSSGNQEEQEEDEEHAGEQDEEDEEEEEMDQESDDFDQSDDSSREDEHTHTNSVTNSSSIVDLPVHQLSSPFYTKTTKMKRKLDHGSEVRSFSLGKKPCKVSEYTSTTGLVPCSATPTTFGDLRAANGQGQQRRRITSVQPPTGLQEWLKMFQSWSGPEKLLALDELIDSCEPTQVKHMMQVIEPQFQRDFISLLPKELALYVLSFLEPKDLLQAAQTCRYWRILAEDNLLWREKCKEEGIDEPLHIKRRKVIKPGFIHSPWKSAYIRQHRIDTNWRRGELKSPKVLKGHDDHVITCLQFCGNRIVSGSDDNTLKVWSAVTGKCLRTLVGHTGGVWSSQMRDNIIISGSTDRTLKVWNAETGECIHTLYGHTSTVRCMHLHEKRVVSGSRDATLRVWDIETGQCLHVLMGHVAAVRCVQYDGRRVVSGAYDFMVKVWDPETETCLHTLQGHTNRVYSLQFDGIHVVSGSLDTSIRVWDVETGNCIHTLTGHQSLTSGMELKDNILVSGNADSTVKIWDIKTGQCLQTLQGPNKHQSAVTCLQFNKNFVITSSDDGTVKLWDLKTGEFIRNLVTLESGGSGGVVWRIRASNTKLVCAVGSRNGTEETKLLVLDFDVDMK
MITF primary: blocks human microphthalmia-associated transcription factor | inhibition, % at 2.6 µM | O75030 | hit rate 0.91% among 650,000 | AlphaScreen MITF homodimerization, bead proximity signal; in the data active = inhibition above about 50%;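 note: 0% = vehicle wells with protein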
* = called active by the depositor.

SMILES	TEAD-YAP block	GPR151 ag	FBW7 activator	MITF primary
CCN(CC)S(=O)(=O)c1cccc(C(=O)N2CCCc3ccccc32)c1	-0.3	3.1	0.1	1.8
CN(Cc1nc2ccc(F)cc2[nH]1)C(=O)CCC1(Cc2ccco2)CCC(=O)N1 (stereo not given)	3.2	1.5	-0.1	-0.4
O=C(C1=C(O)C(=O)N(CCN2CCOCC2)C1c1ccccc1F)c1cccs1 (stereo not given)	3.2	-0.4	0.0	-4.5
COc1cc(/C=C2\C(=O)N(c3cccc(C(=O)O)c3)N=C2C)c(Br)cc1O	-0.1	-1.2	-1.1	62.3*
O=c1c(=Nc2ccc([N+](=O)[O-])cc2O)c(=O)c2ccccc12	-8.2	0.5	-0.6	5.9
O=C(CNC(=O)c1ccco1)N/N=C/c1ccc(O)cc1	5.2	1.6	-0.1	-3.2
CCCC(=O)NC(c1ccc(OCC)cc1)c1ccc(OC)c(OC)c1 (stereo not given)	-13.2	-0.7	0.0	-1.1
Cc1ccc(S(=O)(=O)NC(C)(C)CNC(c2ccccc2)c2ccccc2)cc1	8.5	0.4	0.0	7.2
CCOc1ccc(N2CC(O)(c3ccccc3)[N+]3=C2CCCC3)cc1 (stereo not given)	3.6	-0.4	0.5	-16.1
O=C(CCCn1c(=S)[nH]c2ccsc2c1=O)NCCC1=CCCCC1	-4.9	0.6	-0.1	-1.4
COC(=O)c1cnc(NCCCN2CCN(C)CC2)c2ccccc12	-6.6	0.1	-0.2	-5.0
COCCNc1c2c(nc3cc(-c4ccc(F)cc4)nn13)CCCC2	-39.4	1.8	0.0	0.5
COc1ccc(Oc2c(C(F)(F)F)oc3c(CN4CCN(C)CC4)c(O)ccc3c2=O)cc1	-7.2	-2.0	0.0	-8.7
COc1ccc(C2=N/C(=C\c3sccc3C)C(=O)O2)cc1	-6.2	0.7	0.0	0.0
CC(=O)Nc1c(C#N)cnn1-c1ccccc1	-2.5	0.0	0.0	-1.5
COc1cccc(-n2cc(C(=O)N3CCN(C)CC3)c3ccccc3c2=O)c1	-4.3	0.6	-0.1	-10.2
CC1CCN(CCNC(=O)Cn2c(=O)oc3ccccc32)CC1	1.9	0.0	0.0	7.2
Cc1ccn2c(N)c(-c3ccccc3)nc2c1	-7.8	-0.9	0.1	15.7
COC(=O)C1=C(C)N=c2s/c(=C/c3cccs3)c(=O)n2C1c1ccc(OC)cc1 (stereo not given)	-0.9	1.3	0.0	-25.2
COc1ccccc1CC(=O)Nc1cnn(CC(=O)NCc2ccc3nonc3c2)c1	11.2	1.4	0.0	9.7
Cc1ccc(S(=O)(=O)N2CCN(S(=O)(=O)c3ccccc3[N+](=O)[O-])C2)cc1	0.6	2.0	0.5	10.4
COc1cc(CN2CCNC(=O)C2CC(=O)N(C)Cc2cccnc2)cc(OC)c1 (stereo not given)	5.5	1.2	0.2	7.3
O=C(c1nc2ccc(Cl)cn2c1CN1CCCC1)N1CCc2ccccc2C1	5.3	-0.1	0.1	8.8
NC(=O)c1ccc(Nc2cc(-c3ccc(Cl)cc3)ccn2)cc1	-19.0	1.1	-0.1	12.5
Cc1cccn2c(CNC(C)c3nc(-c4ccccc4)no3)c(C(=O)N3CCCCC3)nc12 (stereo not given)	-9.8	0.6	-0.1	-12.8
Further records follow.
SMILES	TEAD-YAP block	GPR151 ag	FBW7 activator	MITF primary
COc1ccc(CNC(=O)Cn2c(=O)n(C)c3ncccc32)cc1	3.1	1.2	0.0	7.1
Cc1ccc2nc(-c3ccc(NC(=O)C4CCCO4)cc3)sc2c1 (stereo not given)	27.5	-0.9	0.0	9.3
CN(C(=O)Cn1c2ccccc2c(=O)c2ccccc21)C1CCCCC1	3.7	-0.6	0.1	8.8
CC(=O)Nc1c(O)[nH]c2ccc(C)cc12	5.3	-0.4	0.1	6.9
O=[N+]([O-])c1cccc(COc2cc(F)ccc2[N+](=O)[O-])c1	21.0	-0.1	-0.1	2.2
Cc1nc(N2CCOCC2)c2c(C)c(C(=O)NC(C)c3ccccc3)sc2n1 (stereo not given)	-15.3	0.2	0.0	4.8
CCOC(=O)c1sc2nc(SCC(=O)NCc3ccccc3)n(Cc3ccc(OC)cc3)c(=O)c2c1C	-10.9	1.6	-0.1	-11.1
CN(C)c1ccc(CNn2cnnc2)cc1	-5.0	0.0	0.3	3.7
Cc1cc(-c2cnc(N3CCCC3)nc2C2CCN(C(=O)C3CCCO3)CC2)on1 (stereo not given)	-24.3	1.1	0.0	-3.6
O=C(O)c1ccc(CS(=O)c2ccccc2)o1 (stereo not given)	0.7	0.4	-0.1	0.0
COc1ccc(N2C(=O)c3ccc(C(=O)Nc4cccc(C(=O)O)c4)cc3C2=O)cc1	11.3	0.7	0.1	-11.8
COc1cc(-c2nnc(SCc3ccc([N+](=O)[O-])cc3)n2C)cc(OC)c1OC	23.6	-2.5	1.0	7.6
CCN(CC)S(=O)(=O)c1ccc(-c2nnc(SCC(=O)c3ccccc3)o2)cc1	-9.5	0.5	0.4	4.4
Cc1ccc(Oc2nc3ccccn3c(=O)c2/C=C(\C#N)C(=O)NCc2ccccc2)cc1	6.6	-3.0	-0.1	8.8
O=C1NC2(CCN(Cc3ccc(F)cc3)CC2)C(=O)N1CCOc1ccccc1	1.9	1.3	-0.2	-15.4
Cc1ccc(S(=O)(=O)N2CCOCC2)cc1NC(=O)Cn1ccsc1=N	5.9	-0.5	-0.1	8.4
O=C(Nc1c2c(nn1-c1ccc(F)cc1)CSC2)c1cccc(Cl)c1	-1.1	2.2	0.5	27.2
CCCOC(=O)C1=C(C)NC2=C(C(=O)CC(c3ccccc3)C2)C1c1ccc(OC(C)=O)c(OC)c1 (stereo not given)	8.0	-0.3	0.4	-9.1
O=C(Nc1nccs1)C1CCCN1/C=C/C(=O)C(F)(F)F (stereo not given)	-2.5	4.4	-0.1	-1.2
Cc1ccc(C)c(Nc2cc(N(C)C)c3nonc3c2[N+](=O)[O-])c1	-0.8	0.7	0.0	-10.8
CCCC(c1nnnn1Cc1ccco1)N1CCN(C2CCCC2)CC1 (stereo not given)	-3.2	-0.7	0.1	-10.1
CCN(CC)C(=O)[C@H]1C[C@@H](c2ccco2)NS(=O)(=O)N1C	2.7	-0.2	-0.1	9.1
CCOc1ccc(S(=O)(=O)N(CC(=O)N2CCC(C(N)=O)CC2)c2ccccc2)cc1	2.2	0.2	0.1	14.5
O=C(O)COc1ccc(CS(=O)(=O)Cc2ccc(OCC(=O)O)cc2)cc1	5.9	-1.3	0.0	-1.1
Cc1ccc(Oc2cccc(NC(=O)c3ccccc3Cl)c2)nn1	-1.9	-1.3	0.1	9.7
The list continues.
SMILES	TEAD-YAP block	GPR151 ag	FBW7 activator	MITF primary
CCn1c(=O)n(CC(=O)NCc2cccc(OC)c2)c2cccnc21	7.8	0.1	-0.2	-0.9
COc1ccc(/C=C/CN2CCOc3ccc(C4(O)CCN(C)CC4)cc3C2)cc1	-7.4	0.7	-0.1	-3.2
CCOC(=O)c1ccccc1NC(=O)C1c2ccccc2C(=O)N(C)C1c1ccc(OC)cc1 (stereo not given)	-6.8	-1.7	0.1	10.4
Cc1ccc(-n2c3c(cc(C(=O)NC4CC(C)(C)NC(C)(C)C4)c2=O)C(=O)CC(C)(C)C3)cc1	-4.1	-1.1	-0.1	1.4
Cc1csc(NC(=O)CSc2nnc(-c3ccoc3C)n2Cc2ccco2)n1	-3.6	-0.6	-0.1	-3.5
O=C(NNC(=O)C(=O)NNC(=O)Nc1ccc(Cl)cc1)Nc1ccc(Cl)cc1	-1.7	1.1	0.0	-1.8
Cc1noc(C)c1C(=O)N1CCC(O)(c2ccccn2)CC1	-10.0	-0.7	0.8	9.7
CCC(C(=O)OC)n1cnc2c(nnn2-c2ccc(F)cc2)c1=O (stereo not given)	5.6	0.3	0.2	1.2
Cc1cc(C)c(CN2CCc3nnc(CNC(=O)C4CCCN(C)C4)n3CC2)cc1C (stereo not given)	-1.9	0.0	0.1	7.4
Cc1c(C(=O)N2CCC(C(N)=O)CC2)sc2ncn(CC(=O)Nc3cccc(C(F)(F)F)c3)c(=O)c12	-1.5	0.1	-0.4	17.6
CC1CCCN(c2nc3ncnc(SCC(=O)N4CCN(c5ccccc5F)CC4)c3s2)C1 (stereo not given)	1.5	-0.9	0.4	3.3
CN(C)C(=O)CSc1nc2ccccc2c(=O)[nH]1	3.6	0.3	0.8	12.9
COc1ccc(C(=O)OCCN(C)C(C)C)cc1	6.8	3.0	0.3	16.3
Cc1ccc(-c2cnc(NCc3cnc(C)cn3)nc2)cc1	-3.7	-0.7	0.6	3.9
CC1=C(C(=O)OCc2ccccc2)C(c2cccc([N+](=O)[O-])c2)C2=C(CC(c3cccs3)CC2=O)N1 (stereo not given)	58.1*	0.6	-0.2	-2.5
CCC(=O)Oc1ccc(C(=O)NCCc2ccc(OC)c(OC)c2)cc1	0.1	-0.5	-0.1	8.1
O=C(N=C(c1ccccc1)c1ccccc1)c1ccc(S(=O)(=O)N2CCOCC2)cc1	-6.3	0.3	0.0	16.7
COc1ccc2c(=O)c(C(=O)NCC3CCCO3)c[nH]c2c1 (stereo not given)	-23.7	-0.5	0.0	7.3
COc1ccccc1C1Nc2ccccc2NC2=C1C(=O)CC(c1ccc(Cl)cc1)C2 (stereo not given)	-0.1	0.2	0.2	-0.1
COc1cccc(CNc2cc(F)ccc2C)c1O	2.0	-2.0	0.0	7.0
Cc1ccc(O)c(-c2cc(-c3cccs3)[nH]n2)c1	-20.2	-0.2	-0.2	11.7
O=C(O)CCCC(=O)N1CCc2cc(S(=O)(=O)N3CCCCC3)ccc21	-6.0	1.4	0.0	7.9
CC(=O)Cc1nsc(NC(=O)c2ccc(COc3ccc(C)cc3)o2)n1	-8.1	1.9	0.4	18.4
O=C1CC(N2CCC(C(O)(c3ccccc3)c3ccccc3)CC2)C(=O)N1c1ccc(F)cc1 (stereo not given)	3.4	1.0	0.0	13.7
Cc1cc(Br)ccc1Nc1ncnc2c1cnn2C	4.2	2.0	0.0	3.8

Compound profiles, as listed above. Screens in order: TEAD-YAP block, GPR151 ag, FBW7 activator, MITF primary
Cc1cc(C)c(CN2CCc3nnc(CNC(=O)C4CCCN(C)C4)n3CC2)cc1C (stereo not given) in the list: -1.9, 0.0, 0.1, 7.4
Cc1ccc(-n2c3c(cc(C(=O)NC4CC(C)(C)NC(C)(C)C4)c2=O)C(=O)CC(C)(C)C3)cc1 in the list: -4.1, -1.1, -0.1, 1.4

Molecules above containing an NH in an aromatic ring, in the order listed:
SMILES	TEAD-YAP block	GPR151 ag	FBW7 activator	MITF primary
CN(Cc1nc2ccc(F)cc2[nH]1)C(=O)CCC1(Cc2ccco2)CCC(=O)N1 (stereo not given)	3.2	1.5	-0.1	-0.4
O=C(CCCn1c(=S)[nH]c2ccsc2c1=O)NCCC1=CCCCC1	-4.9	0.6	-0.1	-1.4
CC(=O)Nc1c(O)[nH]c2ccc(C)cc12	5.3	-0.4	0.1	6.9
CN(C)C(=O)CSc1nc2ccccc2c(=O)[nH]1	3.6	0.3	0.8	12.9
COc1ccc2c(=O)c(C(=O)NCC3CCCO3)c[nH]c2c1 (stereo not given)	-23.7	-0.5	0.0	7.3
Cc1ccc(O)c(-c2cc(-c3cccs3)[nH]n2)c1	-20.2	-0.2	-0.2	11.7

Additional entries
SMILES	TEAD-YAP block	GPR151 ag	FBW7 activator	MITF primary
CCOC(=O)/C(C(=N)C(Cl)(Cl)Cl)=C(\O)c1ccc(OC)cc1	-12.3	0.4	0.1	-4.0
O=S(=O)(c1cccc2cccc(Cl)c12)N1CCCC1	-5.7	2.1	0.3	18.8
Cc1cccc(NC(=O)Cc2c(C(=O)O)n(C)c3ccccc23)n1	10.3	-0.3	0.4	1.7
COc1cc(/C=N/NC(=O)COc2ccccc2[N+](=O)[O-])ccc1OCc1ccccc1	-14.2	-1.3	0.1	30.2
Cc1cc(C)cc(Nc2nc(Cl)nc(Nc3cc(C)cc(C)c3)n2)c1	12.1	0.8	0.1	1.5
Cc1ccc(Cn2ccn(CC(=O)Nc3ccc(Cl)cc3)c(=O)c2=O)cc1	-3.3	0.8	0.0	1.1
CC(=O)Nc1ccc(-c2nc3cc(NC(C)=O)ccc3o2)cc1	-77.4	1.9	-0.1	-12.6
Cc1ccc2occ(CC(=O)Nc3ccc(F)cc3)c2c1	9.0	2.2	0.0	-4.3
O=C(N/N=C\c1cccc(Cl)c1Cl)c1ccccn1	-21.3	-0.1	-0.1	10.3
O=C(OCC(COC(=O)c1ccccc1)([N+](=O)[O-])[N+](=O)[O-])c1ccccc1	-0.5	4.2	0.0	-3.7
Cc1nc(C)c(C(=O)Nc2cc(Cl)ccc2C)o1	0.8	0.2	-0.1	-4.4
COc1ccc2nc(N3CCC(NCc4ccsc4)CC3)nc(C)c2c1	1.1	-0.1	0.1	-10.0
O=c1[nH]c2cc(Cl)ccc2c(-c2ccccc2)c1Sc1ncn[nH]1	0.8	1.0	-0.1	9.8
O=C(CCCCCn1c(SCC(=O)NC2CCCCC2)nc2cc3c(cc2c1=O)OCO3)NCc1ccc2c(c1)OCO2	0.7	4.8	-0.1	-4.3
Nc1ccccc1C(=O)N/N=C/c1c[nH]c2ccccc12	-52.0	-1.4	0.0	0.1
CC1CCCN(CCCNC(=O)C2CC(=O)N(CCc3ccccc3)C2)C1 (stereo not given)	5.5	-0.9	0.4	49.7
C=CCNC(=O)C(C)Sc1ccc(Cl)cc1 (stereo not given)	0.2	0.4	0.2	18.6
CCN1CCN(CCn2c(=S)[nH]c3ccc(N4CCOCC4)cc3c2=O)CC1	-0.6	0.9	0.1	8.8
O=C(c1nccc2ccccc12)N1CCc2c(nc(N3CCOCC3)[nH]c2=O)C1	-3.9	-0.2	0.1	-4.6
Cc1csc(S(=O)(=O)N2CCCC(C(=O)c3sccc3C)C2)c1 (stereo not given)	8.9	0.7	-0.2	6.6
CCCc1cc(=O)[nH]c2nnc(SCC(=O)NCC3CCCO3)n12 (stereo not given)	-11.3	-1.9	-0.3	-1.0
O=C(Cc1ccc(F)cc1)Nc1ccc(F)c([N+](=O)[O-])c1	9.7	3.1	-0.1	3.4

Screening data from PubChem.
